# Screening results from PubChem.
# p53 reactivator – re-activators of mutant p53. H1299 p53-A138V BP100-luciferase reporter, luminescence, 24 h. 0.063% of 320,000 active. Potency, µM (top dose mostly 92.2 µM), without a hit: at the top dose activity change, positive = activation, actives largely listed as activators; also: % of control where 0% means no effect; nearly all actives have a fitted effect of over 45% in size
#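 H1299 (p53-null), stable ts p53-A138V + BP100-Luc; 1000 cells/well, Opti-MEM/10% FBS; cpd 4 pt, 1:5; 24 h, 37 deg C, 5% CO2; detection reagent 10 min RT; luminescence.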
# BRCA1 expr act – activators of BRCA1 expression; MCF7-BRCA1-FFLuc reporter, luminescence, 48 h; response scale: scaled: vehicle 0%, 10 µM genistein 100%; Potency, µM (series often up to 46.1 µM), inactives show at the top dose activation, most hits filed as activators; 1.1% of 380,000 active; also: nearly all actives have a fitted effect of over 80% in size; some results filed as inactive show a strong effect at the top dose
#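 Cells: MCF7-BRCA1-FFLuc, 2000/well. Exposure: 48 h, 37 °C, 5% CO2. Read: luminescence, 15 min post-substrate. Controls: genistein 10 microM (maximal activation), DMSO (neutral).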
# NPC1 promoter act – NPC1 promoter activation; Huh7 NPC1 promoter luciferase reporter, 24 h; Potency, µM (top dose mostly 9.22 µM), for the others: at the top dose activation, usual class: activators; 2.4% of 320,000 active;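 also: % of control where 0% means no effect; nearly all actives have a fitted effect of over 60% in size; reporter is driven by a mutant NPC1 promoter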
#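 Stably transfected Huh7 (NPC1 promoter→luciferase), 1500 cells/well in Opti-MEM + 10% FBS, 2 h settle, then compound 24 h at 37 °C. Luminescence after 10 min with Amplite reagent.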
# FLuc modulator – firefly luciferase modulation, counter-screen for miR-21 project; Potency, µM (top dose mostly 57.5 µM), for the others: top-dose activity change, negative = inhibition, usual class: inhibitors; purified FLuc, Km substrates, luminescence inhibition; AID 588342; 6.9% of 360,000 active;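 also: plate controls were vehicle for no effect and reference inhibitor for full effect; nearly all actives have a fitted effect of over 55% in size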
# Target sequence (P08659 whole entry, looked up): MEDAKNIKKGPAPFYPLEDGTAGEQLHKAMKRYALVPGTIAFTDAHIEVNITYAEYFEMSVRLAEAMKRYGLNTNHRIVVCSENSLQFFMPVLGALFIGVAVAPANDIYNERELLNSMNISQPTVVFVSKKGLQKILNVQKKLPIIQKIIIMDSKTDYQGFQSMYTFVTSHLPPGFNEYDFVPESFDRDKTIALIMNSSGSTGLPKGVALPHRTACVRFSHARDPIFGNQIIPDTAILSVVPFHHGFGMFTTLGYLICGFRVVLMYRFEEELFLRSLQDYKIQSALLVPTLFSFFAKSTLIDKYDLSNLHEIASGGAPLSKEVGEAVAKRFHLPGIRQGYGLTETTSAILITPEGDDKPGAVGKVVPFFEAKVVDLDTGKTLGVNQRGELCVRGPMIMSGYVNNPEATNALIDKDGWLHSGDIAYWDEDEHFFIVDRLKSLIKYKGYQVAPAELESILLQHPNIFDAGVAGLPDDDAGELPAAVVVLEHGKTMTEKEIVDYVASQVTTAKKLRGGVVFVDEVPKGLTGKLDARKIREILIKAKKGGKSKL
#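 Purified P. pyralis luciferase, 10 nM final, with Km-level 10 uM D-luciferin and 10 uM ATP in 50 mM Tris acetate pH 7.5, 10 mM Mg acetate, 0.01% Tween-20, 0.05% BSA; 6-point qHTS titration about 60 µM downward; luminescence read.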
# ELG1 genotox – genotoxicity induction in ELG1-luciferase HEK293T cells | Potency, µM (highest dose often 46 µM), without a hit: top-dose activity change, positive = activation, most hits filed as activators | 1.3% of 330,000 active | HEK293T ELG1-luciferase reporter, luminescence, 16 h; also: % of control where 0% means no effect; nearly all actives have a fitted effect of over 60% in size
#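 DMSO vehicle served as control against compound-treated ELG1-luciferase HEK293T cells; exposure lasted 16 hr at 37 °C and 5% CO2, followed by ONE-Glo luminescence detection after 30 min.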
# MBNL1 CUG block – inhibitors of human MBNL1 binding to CUG repeat RNA. AID 2675. TR-FRET MBNL1-His/biotin-(CUG)12 binding, 665/545 ratio. Q9NR56. Potency, µM (doses to about 57.5 µM), without a hit: at the highest dose activity change, negative = inhibition, usual class: inhibitors. 0.036% of 280,000 active; active = well fitted inhibition curve with a large enough effect in the signal ratio, with a control signal flat, not every such curve was filed as active; inconclusive = small, poorly fitted or top-dose-only effect, or effect the other way, or a change in a side signal; inactive = no such curve, though single readings can be large or run the other way; the % refers to the signal ratio; also: % is scaled to controls: 0 for no effect and ±100 for the full control effect
# Target sequence (Q9NR56 whole entry, looked up): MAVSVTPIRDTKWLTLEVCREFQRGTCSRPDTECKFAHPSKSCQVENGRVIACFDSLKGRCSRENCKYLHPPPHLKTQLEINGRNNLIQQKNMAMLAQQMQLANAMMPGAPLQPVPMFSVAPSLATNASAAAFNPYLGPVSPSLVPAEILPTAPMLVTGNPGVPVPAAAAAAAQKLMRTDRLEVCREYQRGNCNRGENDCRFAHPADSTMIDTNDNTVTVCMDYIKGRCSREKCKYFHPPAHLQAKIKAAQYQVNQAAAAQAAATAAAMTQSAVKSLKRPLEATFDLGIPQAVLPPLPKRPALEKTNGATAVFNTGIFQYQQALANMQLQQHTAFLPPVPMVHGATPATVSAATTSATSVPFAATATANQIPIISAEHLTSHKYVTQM
#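 TR-FRET readout: Ex 340 nm, 665/545 nm emission ratio, normalized to buffer-only (basal) and MBNL1-(CUG)12 controls. Complex of MBNL1-His with Biotin-(CUG)12, compounds 92 nM–58 uM, incubated 60 min at room temperature.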
# RORgamma inh – ROR gamma (mouse) transcription inhibition. P51450. Drosophila S2 Gal4-RORgamma UAS-luciferase reporter, 20 h. Potency, µM (titrated, usually from 53.6 µM), for inactives: at the highest dose activity change, negative = inhibition, most hits filed as inhibitors. 5.4% of 310,000 active. AID 2551; also: % is scaled to controls: 0 for no effect and ±100 for the full control effect; nearly all actives have a fitted effect of over 60% in size
#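 In this cell-based reporter format, copper sulfate (700 uM final) drives Gal4–ROR gamma fusion expression from a metallothionein promoter in Drosophila Schneider cells; compounds preincubated 1 hr, reporter read after 20 hr at ambient temperature.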
# Rab9 promoter act – activates the Rab9 promoter; Huh7 Rab9 promoter-luciferase reporter, luminescence, 24 h; Potency, µM (top dose mostly 9.22 µM), inactives show at the top dose activation, negative = inhibition, hits mostly activators; 2.8% of 320,000 active; AID 485297; also: % of control where 0% means no effect; nearly all actives have a fitted effect of over 60% in size
#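 Huh7 cells stably carrying Rab9 promoter–luciferase reporter, plated 1500 cells/well, compound added after 2 h and incubated 24 h at 37 °C; luciferase luminescence then read after 10 min with detection reagent.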
# uPA surface inh – cell surface uPA generation inhibition; cell surface uPA generation assay, qHTS; Potency, µM (doses to about 38.3 µM), without a hit: top-dose activity change, negative = inhibition, usual class: inhibitors; 0.31% of 330,000 active; AID 540303; active = well fitted inhibition curve with a large enough effect; inconclusive = small, poorly fitted or top-dose-only effect; inactive = no such curve, though single readings can be large or run the other way; tested in mouse RAW 264.7 cells; also: % is scaled to controls: 0 for no effect and ±100 for the full control effect; nearly all actives have a fitted effect of over 55% in size
# Gal4-VP16 FLuc – inhibits Gal4-VP16 luciferase reporter, ROR gamma counter-screen; Drosophila S2 Gal4-VP16 UAS-luciferase, luminescence, 20 h; Potency, µM (highest dose often 53.6 µM), inactives show top-dose activity, negative = inhibition, hits mostly inhibitors; 3.5% of 310,000 active; AID 2546;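 also: Gal4-VP16 expression switched on by copper sulfate through the metallothionein promoter; % is scaled to controls: 0 for no effect and ±100 for the full control effect; nearly all actives have a fitted effect of over 50% in size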
# Active calls of the source: *; ? = inconclusive; / = no result given; [ ] = remark or other dose. Unless noted, calls follow the shape of the dose curve; as a rule, active = well fitted curve in the direction sought with a large enough effect; inconclusive = small, poorly fitted or top-dose-only effect, or another doubt; inactive = no such curve, though single readings can be large; an effect the other way counts as inactive or inconclusive. Potency is read from the fitted curve at half-maximal effect. Rows were taken by chance; any-hit rate near 13%.
mol	p53 reactivator	BRCA1 expr act	NPC1 promoter act	FLuc modulator	ELG1 genotox	MBNL1 CUG block	RORgamma inh	Rab9 promoter act	uPA surface inh	Gal4-VP16 FLuc
Cc1nn(CC(=O)N(C)C2(C#N)CCCCC2)c(C)c1[N+](=O)[O-]	1.7%	8.2%	-2.8%	1.1%	5.8%	/	/	0.7%	-4.5%	/
COc1cccc(C(=O)Nc2nnc(-c3ccc(OC)cc3OC)s2)c1	5.7%	7.0%	-0.9%	-9.6%	?	88.4%[activator]	-2.5%	5.7%	2.3%	4.7%
COC(=O)c1ccc(S(=O)(=O)N2CCCN(Cc3ccc(F)cc3)CC2)n1C	1.5%	-19.7%	-0.3%	5.3%	-4.2%	-9.5%	-12.8%	-14.2%	-10.5%	-2.0%
Cc1c(C(=O)O)sc2nc3n(c(=O)c12)CCC3	9.6%	-15.6%	-0.5%	1.3%	-1.5%	-2.5%	8.5%	0.3%	1.9%	4.8%
CC(=O)N/C(=C\c1ccc(F)cc1)C(=O)NC(Cc1c[nH]c2ccccc12)C(=O)O (stereo not given)	4.7%	-4.5%	-1.9%	-1.6%	0.3%	26.7%	-2.5%	8.0%	2.7%	-5.1%
CN(Cc1cccs1)C(=O)Cn1cnc2cc([N+](=O)[O-])ccc2c1=O	19.1%	-21.9%	-5.1%	1.4%	-7.0%	?	-9.1%	-1.1%	29.8%	-3.8%
CC1CCCCC1NC(=O)c1cc(=O)[nH]c2ccccc12 (stereo not given)	9.2%	-13.4%	-4.2%	2.8%	1.8%	/	/	-2.6%	1.6%	/
CC(=O)c1c(C)[nH]c(C(=O)Nc2ccccc2N2CCOCC2)c1C	-5.3%	-80.0%	-4.3%	-1.6%	?	1.6%	-27.7%	1.0%	-5.9%	-1.7%
COC(=O)Cc1[nH]nc2c1C(c1cccc(OC)c1OC)C(C#N)=C(N)O2 (stereo not given)	-3.7%	-8.1%	6.7%	-4.0%	2.1%	-7.1%	0.4%	0.2%	-0.7%	4.6%
Cc1nn(C)c(C(=O)N/N=C/c2ccncc2)c1Cl	-7.9%	-5.8%	-1.8%	-2.5%	9.0%	13.8%	-15.1%	-2.6%[1.84 µM]	-2.6%	0.0%
N=C1C(c2nc3ccccc3s2)=C(O)CN1c1ccccc1	-0.6%	45.4%	-3.1%	-19.0%	11.9%	62.1%[activator]	-14.0%	25.6%	-3.7%	11.8%
CCN(CC(=O)Nc1c(F)cccc1F)C(=O)c1ccc(=O)[nH]c1	24.0%	13.3%	-0.8%	1.8%	-8.4%	5.1%	20.7%	-4.7%	0.3%	?
COc1ccccc1N(C(=O)CNC(=O)c1ccco1)C(C(=O)NC1CCCC1)c1ccncc1 (stereo not given)	-5.8%	-13.7%	-0.8%	2.3%	-3.4%	?	8.6%	-1.1%	1.0%	-20.7%
COc1ccccc1OCCCCN1CCN(C(c2ccccc2)c2ccccc2)CC1	-0.6%	-70.9%[inhibitor]	-2.5%	9.3%	-3.4%	-10.4%	-11.8%	-2.6%	-4.9%	-21.6%
Cc1nc(C)c(-c2ccc(SCc3ccc([N+](=O)[O-])cc3)nn2)s1	-5.3%	2.3%	-4.7%	-3.5%	-1.1%	?	28.6%	3.0%	11.6%	-4.0%
CC(C)C(=O)Nc1ccc(NC(=O)c2ccccc2Cl)nc1	?	?	?	21.3µM*	16.4µM*	-0.9%	24.9%	3.16µM*	-6.7%	-1.3%
CC(C)c1ccc(NC(=O)Cn2nnc(C(=O)NCc3ccco3)c2N)cc1	0.9%	7.5%	-2.6%	1.9%	-1.1%[9.26 µM]	0.2%	-8.3%	-2.2%	-5.0%	3.5%
Cc1ccc(NC(=O)CCOc2ccccc2C)cc1C	9.2%	67.4%	-1.0%	-17.8%	?	1.9%	38.0%	2.6%	1.6%	26.3%
COc1ccccc1C(=O)Nc1ccccc1C(=O)N1C(C)CCCC1C (stereo not given)	-3.2%	-1.0%	0.3%	-3.0%	-2.8%	-3.2%	17.4%	-12.0%	5.8%	-0.6%
O=C(CSc1ncnc2ccccc12)NCc1ccc2c(c1)OCO2	2.6%	-8.8%	-8.0%	-11.0%	1.2%	3.2%	-0.6%	9.3%	-4.5%	2.6%
CCCCc1nc(SCC(=O)N2CCCC2)c2c(=O)n(C)c(=O)n(C)c2n1	-3.7%	-0.2%	-2.7%	2.5%	?	-3.3%	-1.4%	7.9%	-6.5%	-3.7%
CCCCCN(C(=O)CCC(=O)OCCOc1ccccc1Cl)c1c(N)n(CCCC)c(=O)[nH]c1=O	-4.6%	-46.4%	-2.6%	3.9%	-0.5%	/	/	-0.2%	-4.8%	/
CSc1nc2cc(S(=O)(=O)N3CCCCC3)ccc2s1	0.0%	-20.9%	-1.5%	-4.9%	-4.7%	2.0%	14.6%	-1.8%	-2.9%	3.2%
Cc1ccc(CNC(=O)Cn2cccc2C(=O)c2ccccc2)cc1	/	52.5%	/	-26.1%	/	-1.7%	16.7%	/	2.0%	?
Cc1ccc(-c2nc3sc4c(c3c(=O)n2N)CCCC4)cc1	?	?	1.26µM*	2.13µM*	?	6.0%	?	0.631µM*	/	0.1%
Cc1cccc(NS(=O)(=O)c2ccc3c(c2)NC(=O)CC(=O)N3)c1	-1.4%	9.2%	0.6%	0.8%	0.2%	-1.5%	-3.7%	-1.2%	9.1%	-6.7%
CN(Cc1cccc2cnccc12)C(=O)c1cc(COc2ccc(F)cc2Cl)on1	-4.2%	0.0%	-3.1%	?	-3.8%	5.8%	?	2.9%	5.4%	?
Cc1nn(Cc2ccc(Cl)cc2)c(C)c1NC(=O)c1c(-c2ccccc2)noc1C	-10.7%	-29.1%	-2.1%	-1.7%	-8.1%	-2.0%	?	2.9%	-3.3%	-24.1%
COc1cccc(CCc2nnc(CCC(=O)NCCc3cccc(C)n3)o2)c1	5.8%	-8.2%	-3.3%	-0.7%	0.8%	?	-23.5%	-3.7%	1.7%	-5.8%
COc1ccc(CNC(=O)C2CCCN2C(=O)NC2CCCCC2)cc1 (stereo not given)	-0.2%	15.2%	-2.9%	0.3%	0.0%	10.8%	-8.6%	7.5%	-1.8%	-11.2%
CCN(CC(=O)NCc1cccs1)C(=O)CCCOc1ccccc1	8.7%	7.3%	1.2%	0.6%	2.5%	/	/	-5.9%	6.8%	/
C=CCn1c(CNS(=O)(=O)c2ccc(F)cc2)n[nH]c1=S	-4.3%	5.2%	9.0%	-0.7%	-5.1%	-21.7%	-14.5%	-5.7%	-2.6%	0.5%
O=C(NCCCN1CCOCC1)c1cc(C(=O)C2CC2)c[nH]1	-4.1%	-3.7%	-4.8%	2.3%	3.4%	4.4%	10.3%	2.5%	-4.3%	1.0%
N#CCCN(Cc1cccnc1)C(=O)Nc1cccc(Cl)c1	-11.0%	6.2%	-2.4%	0.9%	0.4%	-2.7%	3.6%	-4.9%	4.2%	-3.7%
CCOc1ccc(OCC)c(NC(=O)CSCCc2ccccn2)c1	-4.9%	-13.1%	-2.9%	-7.9%	-12.7%	0.3%	12.8%	-6.1%	0.4%	5.4%
Nc1nc(NC(=O)Cc2ccccc2)nn1-c1ccccc1	1.8%	10.3%	4.9%	0.0%	-1.8%	0.7%	-0.2%	22.0%	2.1%	-0.9%
COc1ccc(NC(=O)CC2SC(=Nc3ccccc3)NC2=O)c(OC)c1 (stereo not given)	-0.6%	0.0%	1.6%	0.2%	-6.7%	-9.1%	-5.9%	-0.3%	15.0%	-0.6%
CCc1ccc(NC(=O)CCC(=O)c2ccccc2)cc1	-2.9%	2.5%	-0.1%	13.5µM*	3.1%	8.1%	7.1%	-6.5%	-1.8%	8.0%
Cc1c(NC(=S)NC(=O)c2cc3ccccc3o2)c(=O)n(-c2ccccc2)n1C	-9.1%	-5.2%	1.5%	1.7%	-1.5%	/	-12.6%	1.2%	5.9%	4.3%
Cc1ccc(N2C(=O)CSC2c2cccnc2)c(Cl)c1 (stereo not given)	-4.5%	-23.4%	-29.5%	-1.1%	-1.9%	-24.9%	-33.4%	-2.9%	-13.8%	?
Cc1oc(-c2cccc(Cl)c2)nc1CN1CCC(C(=O)N2CCN(c3ccccc3F)CC2)CC1	1.9%	-94.2%[inhibitor]	-1.9%	-0.7%	-7.7%	3.8%	-2.3%	-3.2%	-22.6%	-1.7%
CCCC1CCC(=NNS(=O)(=O)c2ccc(C)c([N+](=O)[O-])c2)CC1 (stereo not given)	-6.7%	-23.3%	0.2%	6.2%	0.4%	-6.0%	-14.5%	-6.8%	3.9%	-0.8%

# Three of the entries above in order of their number in RORgamma inh, ascending:
Compound	RORgamma inh
Cc1c(NC(=S)NC(=O)c2cc3ccccc3o2)c(=O)n(-c2ccccc2)n1C	-12.6%
COc1ccc(NC(=O)CC2SC(=Nc3ccccc3)NC2=O)c(OC)c1 (stereo not given)	-5.9%
CCc1ccc(NC(=O)CCC(=O)c2ccccc2)cc1	7.1%
